PNC assembly inh: inhibitors of perinucleolar compartment assembly | PC3M PTB-GFP, PNC prevalence imaging, 16 h; active compounds read low | activity change (PNC), negative = inhibition, % at 10 µM | 140,000 tested, 3.1% active;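 active = readout at or below -70, meaning at least 70% loss of cells showing the perinucleolar compartment, a nuclear body marking cancer cells; inconclusive = readout between -30 and a set limit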;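 note: plate controls were DMSO wells for no effect and camptothecin positive control wells for full effect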
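PC3M cells stably expressing PTB-GFP, 750–1000 cells/well, treated 16 h at 37 °C with compound (23 nl of library stock), in duplicate. After paraformaldehyde fixation and Hoechst stain, imaged at 20x; PNC prevalence scored by image analysis.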
IMPase inh: cell-permeable inhibitors of inositol monophosphatase (IMPase) | CHO-M1 cells, IP1 accumulation, HTRF TR-FRET ratio | 120,000 tested, under 10 active | AID 901 | inhibition (IP1 accumulation), % at 46.1 µM | P97697; active = well fitted curve in the direction sought with a large enough effect in the signal ratio, not every such curve was filed as active; inconclusive = small, poorly fitted or top-dose-only effect, or a change in a side signal; inactive = no such curve, though single readings can be large or run the other way; the % refers to the signal ratio;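 note: cells stimulated with carbachol in lithium chloride buffer; plate controls were DMSO basal wells for no effect and reference inhibitor wells for full effect; higher means more IMPase inhibition seen as more IP1 and lower FRET ratio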
Target sequence (P97697 whole entry, looked up): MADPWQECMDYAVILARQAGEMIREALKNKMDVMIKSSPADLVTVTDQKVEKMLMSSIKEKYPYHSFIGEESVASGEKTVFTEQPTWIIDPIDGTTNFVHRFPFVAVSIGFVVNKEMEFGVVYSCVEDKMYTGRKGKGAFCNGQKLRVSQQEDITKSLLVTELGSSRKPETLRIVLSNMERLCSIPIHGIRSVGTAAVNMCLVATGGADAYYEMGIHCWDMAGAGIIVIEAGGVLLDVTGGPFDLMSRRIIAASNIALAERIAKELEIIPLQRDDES
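Cellular IMPase inhibition is scored as a rise in cytosolic IP1, detected by competitive TR-FRET between d2-labelled IP1 and a europium anti-IP1 antibody. M1-expressing CHO cells were stimulated with carbachol for 30 min at 37C, with lithium (50 mM LiCl) present in the buffer.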
12-hLO inh: blocks human 12-lipoxygenase activity; P18054; purified 12-hLO, xylenol orange hydroperoxide absorbance; Potency, µM (doses to about 57.1 µM), without a hit: top-dose activity change, negative = inhibition, hits mostly inhibitors; 150,000 tested, 0.12% active; AID 1452; note: potency is the fitted concentration of half-maximal effect; nearly all actives have a fitted effect of over 55% in size; many of its hits are not listed in these tables
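Purified human 12hLO (150 nM final) was preincubated with compounds for 15 min at room temperature in 25 mM Hepes pH 7.0, 0.01% Triton X-100, then reacted with 40 uM arachidonic acid for 30 min. Hydroperoxide was detected with ferrous iron/xylenol orange.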
15-hLO-2 inh: blocks human 15-lipoxygenase 2 activity. purified 15hLO-2, xylenol orange hydroperoxide absorbance. O15296. Potency, µM (top dose mostly 57.1 µM), inactives show at the highest dose activity change, negative = inhibition, hits mostly inhibitors. 110,000 tested, 0.56% active; note: potency is the fitted concentration of half-maximal effect; nearly all actives have a fitted effect of over 60% in size; many of its hits are not listed in these tables
Target sequence (O15296 whole entry, looked up): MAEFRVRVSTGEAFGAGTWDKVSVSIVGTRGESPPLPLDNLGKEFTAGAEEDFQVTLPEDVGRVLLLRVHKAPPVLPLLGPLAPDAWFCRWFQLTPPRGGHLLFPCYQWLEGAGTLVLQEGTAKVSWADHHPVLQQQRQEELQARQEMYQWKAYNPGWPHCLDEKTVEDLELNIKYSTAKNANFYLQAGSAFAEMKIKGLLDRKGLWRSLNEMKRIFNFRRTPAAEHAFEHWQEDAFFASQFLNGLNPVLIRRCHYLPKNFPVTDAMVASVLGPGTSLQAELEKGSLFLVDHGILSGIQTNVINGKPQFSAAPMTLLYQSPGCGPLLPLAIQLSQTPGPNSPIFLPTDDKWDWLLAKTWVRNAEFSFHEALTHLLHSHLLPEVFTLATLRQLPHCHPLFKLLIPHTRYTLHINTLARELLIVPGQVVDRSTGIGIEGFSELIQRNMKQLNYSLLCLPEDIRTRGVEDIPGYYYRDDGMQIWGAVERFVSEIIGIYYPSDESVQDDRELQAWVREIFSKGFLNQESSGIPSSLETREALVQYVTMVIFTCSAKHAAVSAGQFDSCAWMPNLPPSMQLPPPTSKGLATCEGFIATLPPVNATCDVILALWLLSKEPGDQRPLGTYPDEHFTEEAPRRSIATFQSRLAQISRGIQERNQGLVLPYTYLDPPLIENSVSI
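Screening format was qHTS against 50 nM purified 15hLO-2 in Hepes pH 7.5 with detergent. Activity follows hydroperoxide formation from 45 uM arachidonic acid, measured as 573:405 nm absorbance ratio of the ferric-xylenol orange complex.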
Numbers without * were called inactive; u = inconclusive; x = no result given; [ ] = remark or other dose. Unless noted, calls come from the whole dose curve; as a rule, active = well fitted curve in the direction sought with a large enough effect; inconclusive = small, poorly fitted or top-dose-only effect, or another doubt; inactive = no such curve, though single readings can be large; an effect the other way counts as inactive or inconclusive. Unless noted, % is set by controls: 0 for no effect and ±100 for the full control effect.

SMILES | PNC assembly inh | IMPase inh | 12-hLO inh | 15-hLO-2 inh
Cc1nc(-c2cccc(NS(=O)(=O)c3ccc4ccccc4c3)c2)cs1 | -9 | -1 | -15% | -4%
COc1ccc(CN=CC2=C(O)CNC2=O)cc1 | -8 | 1 | -1% | -16%
O=C(CSCC(=O)N1CCCCC1)Nc1nc(-c2ccc(Cl)s2)cs1 | 8 | 8 | -10% | -6%
C/C(=N\O)C(=O)OC1CC(C)CCC1C(C)C (stereo unspecified) | 21 | 7 | -2% | -5%
CCOC(=O)CNC(=O)c1cccnc1 | -21 | 3 | -4% | -3%
Cc1csc(NC(=O)c2ccccc2[N+](=O)[O-])n1 | -27 | 0 | -5% | -1%
CN1C(=O)CSc2ccc(NC(=O)N3CCC(N4CCCCC4)CC3)cc21 | -9 | 7 | 0% | 8%
O=C(N/N=C/c1cccnc1)c1ccc2c(c1)OCCO2 | -22 | x | -1% | x
CC(C)CC(c1nnnn1C1CCCC1)N1CCN(C(=O)c2ccco2)CC1 (stereo unspecified) | 1 | 4 | -2% | 2%
COc1ccc(Oc2nc(C)nc3c2oc2ccccc23)cc1 | -20 | -6[9.22 µM] | -4% | 22%
Cc1noc(C)c1CSc1ccc(Br)cc1 | -24 | 0 | -25% | -23%
CCc1nc(SCC(=O)NCc2ccco2)c2c3c(sc2n1)CCCC3 | -25 | u | 9% | 4%
CCS(=O)(=O)CCn1c([N+](=O)[O-])cnc1C | 5 | 1[20.6 µM] | -4% | -8%
CC12C(=O)N(Cc3ccco3)C(=O)C1C1c3ccccc3C2c2ccccc21 (stereo unspecified) | -6 | 2 | -17% | 2%
Cc1ccc2nc(NC(=O)CSCc3ccccc3)sc2c1 | -12 | 10 | -6% | -8%
O=[N+]([O-])c1ccc(CN2CCOCCOCCOCC2)cc1 | 11 | x | -5% | x
CC(=O)C(C(C)=O)c1c(Cl)c(O)c(O)c2c(C(=O)c3ccccc3)coc12 | 22 | 10 | -28% | u
CCCOC(=O)c1ccc(Oc2c(-c3ccc(O)cc3O)n[nH]c2C)cc1 | u | u | u | 13%
Oc1ccc(N2CCN(C(c3ccccn3)c3nnnn3C3CCCC3)CC2)cc1 (stereo unspecified) | 338 | 5 | -9% | x
O=C(NC1CCCCC1)NC1(C(=O)N2CCN3CCCC3C2)CCCCC1 (stereo unspecified) | 33 | x | -3% | x
Cc1onc(-c2c(Cl)cccc2Cl)c1C(=O)N1C=CC(C(F)(F)F)=NCC1 | -9 | 5 | -1% | 3%
O=C(Nc1ccc(Oc2ccc(NC(=O)C3CCCO3)cc2)cc1)C1CCCO1 (stereo unspecified) | 2 | -3 | -1% | -8%
Cc1nc(N2CCC(C(N)=O)CC2)c2nnn(Cc3ccccc3)c2n1 | 29 | 0 | 3% | 1%
O=C(NC(Cc1ccccc1)C(=O)O)c1ccc(S(=O)(=O)N2CCCCC2)cc1 (stereo unspecified) | 2 | 6 | -1% | 3%
O=C(NC1CC1)c1ccc(S(=O)(=O)NC2CCCCCC2)cc1 | -10 | 5 | -2% | -6%
O=C(CSc1nc2[nH]ncc2c(=O)n1-c1ccccc1)c1ccc2c(c1)OCCO2 | -12 | 10 | -7% | 11%[2.29 µM]
Cc1cccc(OCc2nnc(SCC(=O)OC3CCCCC3)o2)c1 | 2 | 5 | -6% | 1%
O=C(COC(=O)c1ccc(Br)o1)NCC1CCCO1 (stereo unspecified) | 9 | 3 | 4% | -4%
CC(C)(C)C(=O)NC(NC(=O)C(C)(C)C)c1ccc([N+](=O)[O-])cc1 | 2 | x | -2% | x
O=C(Nc1nccs1)C(=O)c1c[nH]c2ccccc12 | 52 | -5 | 5% | -14%
N#Cc1cc2c(=O)n3ccccc3nc2n(Cc2ccco2)c1=NC(=O)c1ccco1 | 39 | x | -1% | x
Cc1c(C(=O)O)oc2ccc(S(=O)(=O)N3CC(C)CC(C)C3)cc12 (stereo unspecified) | -11 | -2 | 3% | -4%
CCOC(=O)Cc1csc(NC(=O)CCCCCN2C(=O)c3ccccc3C2=O)n1 | -12 | 5 | -6% | 2%
COCCn1c(=O)[nH]c2cc(C(=O)NC(C)C)ccc2c1=O | -26 | -1 | -4% | -9%
COC(=O)c1cc([N+](=O)[O-])c(-n2ccnc2)c([N+](=O)[O-])c1 | -23 | x | 1% | x
O=C(Cn1c(COc2ccccc2)nc2ccccc21)Nc1cccc(Cl)c1 | 3 | -2 | 1% | x
NS(=O)(=O)c1cc2c(cc1Cl)N[C@@H]([C@@H]1C[C@@H]3C=C[C@H]1C3)NS2(=O)=O | x | 3 | -3% | 6%
CC(C)Cc1nc(N2CCN(C(=O)c3ccco3)CC2)c(C#N)c2c1CCC2 | 21 | 6 | -16% | u
CN1CCN(S(=O)(=O)c2cccc(S(=O)(=O)c3ccc(Cl)cc3)c2)CC1 | -23 | 0 | 0% | 20%
c1cncc(-c2nn[nH]n2)c1 | -27 | 3 | -2% | -9%
COc1cccc(Nc2ncc3nc(C)c(=O)n(CCC#N)c3n2)c1 | x | x | 1% | -12%
COc1cccc(/C(O)=C2/C(=O)C(=O)N(CCN(C)C)C2c2ccccn2)c1 (stereo unspecified) | -17 | 1 | -10% | -15%
O=C(NC1CCCCC1)C(c1cccs1)N(C(=O)C(F)(F)F)c1ccccc1 (stereo unspecified) | -9 | -4 | 4% | 3%
COc1ccc(C2C(C#N)=C(/N=C/N3CCN(C)CC3)OC3=C2C(=O)CC(C)(C)C3)cc1 (stereo unspecified) | 34 | -6 | -2% | 12%
CC(=O)N(C)c1ccc(NC(=O)COc2ccc(Br)cc2C)cc1 | -24 | x | -3% | x
CC(C)NC(=O)c1ccccc1NC(=O)/C=C/c1cccc([N+](=O)[O-])c1 | u | x | -5% | x
CCSc1nnc(NC(=O)CSc2nnc(-c3c[nH]c4ccccc34)n2CC)s1 | u | 11 | -13% | -27%
Cc1ccc(NC2=CC(=O)CC(C)(C)C2)cc1C | 28 | -1 | 2% | 0%
Cc1nc2sc(C(c3ccc(Br)cc3)N3CC(C)OC(C)C3)c(O)n2n1 (stereo unspecified) | -9 | -4 | 1% | 6%
O=C1C2C3C=CC([C@@H]2C(=O)N1C1CC1)[C@H]1C(=O)N(C2CC2)C(=O)C31 (stereo partly specified) | 92 | -5 | 0% | -5%
(next part)
SMILES | PNC assembly inh | IMPase inh | 12-hLO inh | 15-hLO-2 inh
O=C(/C=C/c1ccc(S(=O)(=O)N2CCOCC2)cc1)NCc1ccccc1 | 84 | 3 | 0% | x
CCOc1ccccc1C1CC(=O)NC(SCC(=O)Nc2nccs2)=C1C#N (stereo unspecified) | 37 | 1 | -11% | -7%
COc1ccccc1CNC(=O)CCCN1C(=O)COc2ccc(C)cc21 | -9 | 0 | -2% | -5%
COc1ccc(C2C(C#N)=C(SC)NC3=C2C(=O)CC(C)(C)C3)cc1 (stereo unspecified) | u | 0 | -6% | -8%
COC(=O)c1cc(OC)c(OC)cc1NC(=O)c1ccc(C)cc1 | 27 | 0 | -4% | -3%
CCCCS(=O)CC(COc1ccc(Cl)cc1)OC(=O)c1ccccc1 (stereo unspecified) | -119* | 16 | u | 7%
CCCCOC(=O)CCn1[nH]c(=O)c2ccccc2c1=O | 4 | 10 | -4% | 7%
Cc1ccc(-c2nnc(-c3ccc(Br)cc3)o2)o1 | u | 5 | 0% | -1%
CCc1ccccc1NC(=O)CCC(=O)OCC(=O)c1ccc(-c2ccccc2)cc1 | 21 | x | -2% | x
O=S(=O)(N/N=C/c1ccccc1OCc1ccc(Cl)cc1)c1ccccc1 | u | x | -2% | x
NC(Cc1ccc(O)c([N+](=O)[O-])c1)C(=O)O (stereo unspecified) | 15 | x | -2% | x
COc1ccccc1N1CCN(C(c2cc3ccc(C)cc3[nH]c2=O)c2nnnn2C2CCCC2)CC1 (stereo unspecified) | u | -1 | -19% | -2%
O=C(O)CC(Cc1ccccc1)C(=O)Nc1ccc([N+](=O)[O-])cc1 (stereo unspecified) | 21 | x | 0% | x
O=C1CC(Sc2ncccn2)C(=O)N1c1ccccc1C(F)(F)F (stereo unspecified) | 26 | -1 | 5% | 2%[2.29 µM]
CCN(C(=O)c1cnc(N2CCN(c3ncccn3)CC2)c2ccccc12)c1cccc(Cl)c1 | 35 | -3 | 6% | 23%
CC(C)NC(=O)c1ccc(COCC(F)(F)F)cc1 | 18 | -8 | 3% | 1%
CCSc1nnc2c(n1)OC1(CCCC1)Nc1ccccc1-2 | -21 | 0 | -4% | -9%
Cc1noc(C)c1S(=O)(=O)NCCc1ccc(S(N)(=O)=O)cc1 | -1 | -5 | -2% | 5%
Cc1c(NC(=O)/C(=C/c2cccs2)c2cccs2)c(=O)n(-c2ccccc2)n1C | -6 | 5 | -9% | x
CCOC(=O)c1cnc(-n2nc(C)cc2C)nc1N(C)C | 9 | 8 | 3% | 53%[activator]
CCn1cc([N+](=O)[O-])c(C(=O)N2N=C(c3ccc4ccccc4c3)CC2c2ccccc2O)n1 (stereo unspecified) | 3 | 8[0.0738 µM] | -10% | x
Cc1ccc(C(C(=O)Nc2ccc3c(c2)OCO3)N(C)C(=O)/C=C\c2ccc3c(c2)OCO3)cc1 (stereo unspecified) | -21 | x | 0% | x
Cc1ccc(S(=O)(=O)NCCSc2nnnn2-c2ccccc2)cc1 | u | -5 | -7% | x
CCc1nnc(SCC(=O)Nc2ccc3c(c2)OCO3)o1 | 6 | 9 | 2% | 4%
c1csc(-c2nc(-c3ccncc3)no2)c1 | -17 | 3 | 1% | 4%
CCn1cc(C(=O)N/N=C(/C)c2ccc(F)cc2)c(=O)c2cc(F)c(N3CCCC3)cc21 | 8 | -4 | 0% | -2%
CC1CCN(CC(=O)Nc2ccccc2Sc2ccccc2)CC1 | u | x | -2% | x
O=C(CN1CCN(CCO)CC1)Nc1ccccc1 | -100* | 7 | -2% | x
COc1ccc(Cn2c(C)nc3oc4cc(OC)ccc4c(=O)c3c2=O)cc1 | -29 | 6 | -7% | -6%
O=C(CSCCO)Nc1ccc(C23CC4CC(CC(C4)C2)C3)cc1 | -25 | 3 | 2% | x
COc1cc(C=Nc2ccccc2C(=O)Nc2ccccc2)cc(OC)c1OC | 4 | x | -5% | x
COc1ccc(N2C(=O)CC(N3CCOCC3)C2=O)cc1 (stereo unspecified) | u | 7 | 0% | -20%
C=CCC1c2cccc(C(=O)O)c2C(=O)N1c1ccc(Cl)cc1 (stereo unspecified) | -19 | 3 | 2% | 7%
O=C(COC(=O)c1c2c(nc3ccccc13)/C(=C\c1cccs1)CCC2)Nc1ccccc1 | 2 | x | -2% | x
CC(=O)c1ccc(NC(=O)C(C)Sc2nnnn2C)cc1 (stereo unspecified) | 17 | 2 | 0% | 10%
CC(C)OCCCNC(=O)C1CCN(S(=O)(=O)N2CCCCC2)CC1 | 71 | -2 | 3% | 10%
COc1ccc(-n2c(Cc3cccn3C)nnc2SCC(=O)Nc2ccccc2)cc1 | u | 2 | -9% | -7%

From PubChem
